Bioassay records deposited in PubChem by Sanford-Burnham Center for Chemical Genomics.
ER stress surv = protection against thapsigargin ER stress killing – CSM14.1 cells, ATP luminescence, primary screen; CSM14.1 thapsigargin ER stress survival; relative survival (cellular ATP), % at 15 µg/mL (by protocol); 0.33% of 48,000 active; AID 1010, 2008;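 active means survival measured by cellular ATP above 50% at 15 µg/ml in the first screen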;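 further: cell death triggered by about 15 µM thapsigargin; ATP read 24 h after thapsigargin was added; plate controls were thapsigargin with DMSO for no effect and DMSO without thapsigargin for full effect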
* marks the source's active call; other numbers are inactive results. Only part of the results is shown, so the mix of outcomes need not match the whole.

SMILES	ER stress surv
Clc1ccc(N2CCN(/N=C/c3ccc(Cl)cc3Cl)CC2)cc1	10
COc1ccccc1CNC(=O)c1cccc(F)c1	14
Cc1nccn1-c1c([N+](=O)[O-])c(=O)n(C)c2ccccc12	-5
O=C1c2cccc3cccc(c23)C(=O)N1c1ccc(Br)cn1	6
O=C(COc1ccc(-c2ccccc2)cc1)NCc1ccco1	7
O=C1C(=O)N(c2cccc([N+](=O)[O-])c2)C(c2ccccc2Cl)/C1=C(/O)c1ccccc1 (stereo not drawn)	13
O=C(O)CCCN1C(=O)C(=O)/C(=C(/O)c2ccccc2)C1c1cccc([N+](=O)[O-])c1 (stereo not drawn)	3
COc1cc(NC(=O)CCCOc2ccc(Cl)cc2Cl)c(OC)cc1Cl	4
COc1cccc(/C=N/Nc2nc(C)cc(=O)[nH]2)c1O	-2
CC(C)COc1ccc(C(=O)Nc2ccc([N+](=O)[O-])cc2Cl)cc1	8
Cc1c(C(=O)N2CCCCC2)sc(NC(=O)Cc2ccccc2)c1C#N	-3
COc1cccc(C2Nc3ccccc3NC3=C2C(=O)CC(c2ccccc2Cl)C3)c1OC (stereo not drawn)	16
CCCC(=O)NC(c1ccc(Cl)cc1)c1ccc2cccnc2c1O (stereo not drawn)	11
O=c1/c(=C/c2ccc(C(F)(F)F)cc2)sc2nc3ccccc3n12	1
COc1ccc(Cl)cc1NC(=O)c1cc(-c2cccs2)nc2ccccc12	8
CCCCNC(=O)CCC(=O)NN(C)C	8
COc1ccc(S(=O)(=O)Nc2ccc(F)cc2F)cc1	7
Cn1c(=O)n(C)c2cc3[nH]c(C(F)(F)F)nc3cc21	1
O=C(c1cnn2c1NC(c1cccs1)CC2C(F)(F)F)N1CCN(C(c2ccccc2)c2ccccc2)CC1 (stereo not drawn)	5
CCOc1ccc(OCC)c(S(=O)(=O)NCCCN2CCOCC2)c1	3
COc1ccc(OC)c(NC(=O)CN(c2cccc([N+](=O)[O-])c2)S(=O)(=O)c2ccccc2)c1	4
O=C(NCc1ccc(Cl)cc1Cl)C(=O)N/N=C/c1ccccc1F	0
C=C(C)Cn1c(-c2ccc(OC)c(OC)c2)n[nH]c1=S	17
Cc1ccc(NC(=O)CCOc2ccccc2)c(C)c1	2
C=CCN1C(=O)/C(=C/c2ccc(Cl)cc2)C(=O)NC1=S	1
CCCN(CCC)C(=O)c1ccccc1NC(=O)c1cccs1	4
CCOC(=O)C1=C(c2ccccc2)N=c2s/c(=C\c3cccnc3)c(=O)n2C1c1cc(OC)ccc1OC (stereo not drawn)	2
CCOC(=O)CC1(C)NN=C(c2ccccc2)S1 (stereo not drawn)	14
COC(=O)COc1ccc(C=C2C(=O)NC(=S)NC2=O)cc1OC	16
O=C(NC(Nc1ccc(F)cc1)C(Cl)(Cl)Cl)c1ccco1 (stereo not drawn)	0
COc1ccccc1NC(=O)C1=C(C)NC(=S)NC1c1ccccc1Br (stereo not drawn)	10
COc1ccc(-c2cc(O)c3c(C)oc(C)c3c(=O)c2)cc1OC	-6
O=C(NC(=S)Nc1ccc(Cl)cc1)c1ccc([N+](=O)[O-])cc1	-3
COc1ccc(C(=O)c2ccc(OC)cc2)cc1	0
C/C(=N\NC(=O)C(O)(c1ccccc1)c1ccccc1)c1ccc(Cl)s1	4
COc1cc(CC(=O)O)c(C(C)=O)cc1OC	0
O=C(Nc1ccccc1C(=O)Nc1ccncc1)c1cccs1	-2
O=C(CCC1C(=O)OCN1C(=O)OCc1ccccc1)ONc1ccc([N+](=O)[O-])cc1 (stereo not drawn)	-13
COc1ccc(/C=C/C(=O)Nc2cc(C(F)(F)F)ccc2Cl)cc1	8
COc1ccc(OCC(=O)N2c3ccc(C)cc3-c3c(ssc3=S)C2(C)C)cc1	0
O=C(COc1ccc(Br)cc1)Nc1cccc(NC(=O)c2ccccc2Cl)c1	-5
CCC(Nc1ccc(Br)cc1)C(=O)N/N=C/c1ccc(Cl)cc1Cl (stereo not drawn)	9
N/C(=N\OC(=O)Cc1ccc(Cl)cc1)c1ccncc1	2
C=CC(=O)NC(NC(=O)C=C)c1ccc(F)cc1	4
COCP(=O)(c1ccccc1)c1ccccc1	1
CCOC(=O)c1c(NC(=O)CCN2CCN(C)CC2)sc2c1CCCC2	-13
CCOc1ccccc1N=Cc1c(O)n(C)c(=O)n(C)c1=O	3
COc1cc(OC)cc(C(=O)Nc2cc3nn(-c4ccc(C)cc4)nc3cc2C)c1	0
O=C(c1ccc(F)cc1)N1CCc2ccccc21	3
Cc1cc(NC(=O)c2ccc([N+](=O)[O-])cc2)ccc1-c1cc2ccccc2oc1=O	14
CC(NC(=O)/C(C#N)=C/c1ccc(Cl)c(Cl)c1)c1ccccc1 (stereo not drawn)	-2
O=C(O)CCC(=O)NNc1nc(-c2ccccc2)c2cc(Cl)ccc2n1	6
CC(C)c1ccc(C2CC(=O)Nc3c2ccc2ccccc32)cc1 (stereo not drawn)	-2
Cc1ccccc1OCC(=O)Nc1ccccc1CO	-2
O=C(Nc1ccccc1)Nc1nnc(CSCc2ccccc2F)s1	8
N#Cc1c2c(c(N3CCN(c4ccccn4)CC3)n3c1nc1ccccc13)CCC2	8
C/C(CCc1ccccc1)=N\NC(=O)CN(Cc1ccco1)S(=O)(=O)c1ccccc1	11
CCCC(=O)C1=C(O)C(C(=O)OC)C(C)(C)CC1=Nc1cccc2ccccc12 (stereo not drawn)	18
C/C(=N/NC(=O)C(=O)N/N=C(/C)c1ccccc1)c1ccccc1	4
C/C(=N\N1CCN(Cc2cccc3ccccc23)CC1)c1ccc(O)cc1	-2
Additional structures
SMILES	ER stress surv
Cc1cc(=O)[nH]c(N(C)Cc2ccccc2)n1	8
N/C(=N\OC(=O)c1ccco1)c1ccc([N+](=O)[O-])cc1	-3
COC(=O)Cn1c2c(c3cc(C)ccc31)CCCC2=NCc1ccccc1	3
COc1cccc(CN2CCN(C(=O)C(c3ccccc3)c3ccccc3)CC2)c1	32
CCCCCCCc1c(C#N)c(N)[nH]c(=S)c1C#N	-4
O=C(CSc1cccc2cccnc12)Nc1nnc(-c2ccccc2)s1	3
COCCCNC(=O)c1ccc(I)cc1	-2
O=C1CCSc2nc(-c3cccc([N+](=O)[O-])c3)nn21	2
CN(C)CCCNC(=O)N1CCOCC1	0
CCC(=O)c1ccc(N2CCN(S(=O)(=O)c3ccccc3)CC2)c(F)c1	6
COc1ccc(C(=O)Nc2nc(C)c(C)s2)cc1OC	0
Cc1ccc(CN2CCN(N=Cc3ccccc3Br)CC2)c(C)c1	1
COc1cc(/C=N/N2C(=O)c3ccccc3C2=O)ccc1OCc1ccc(F)cc1	5
Cc1ccc2oc(-c3ccccc3N)nc2c1	-4
COC(=O)c1cnn2c(C(F)(F)F)cc(-c3cc(OC)c(OC)c(OC)c3)nc12	-4
Cc1ccc(Cl)cc1NC(=O)c1ccccc1C(F)(F)F	-2
O=C1NC(=O)C(=Cc2ccc(OCCOc3ccccc3)cc2)C(=O)N1	2
CC(C)Oc1ccc(NC(=O)CSc2nc3ccccc3s2)cc1	12
O=C(Nc1ccc(S(=O)(=O)N2CCCC2)cc1)c1ccc(Cl)cc1Cl	10
Cc1ccc(C(=O)c2sc3nc(C)cc(C)c3c2N)c(C)c1	2
O=C(Nc1ccc(S(=O)(=O)Nc2nccs2)cc1)c1cc(-c2cccs2)nc2ccccc12	9
Cc1cc(C)nc(NC(=O)c2cc(-c3ccc(C)s3)nc3ccccc23)c1	4
Cc1cc(NC(=O)c2ccc(I)cc2)ccc1NC(=O)c1ccccc1	9
Nc1nnc(-c2ccccc2-c2nnc(N)s2)s1	2
COc1cccc(CN2CCN(C(=O)C(c3ccccc3)c3ccccc3)CC2)c1OC	10
Clc1ccccc1CN1CCN(N=Cc2ccccc2)CC1	21
O=C(CSCC(=O)Nc1ccccc1[N+](=O)[O-])Nc1ccccc1	16
Cc1c(N(C(=O)c2ccc(N)cc2)C(C)C)c(=O)n(-c2ccccc2)n1C	10
OC(CNCc1ccccc1)(c1ccccc1)c1ccc(Cl)cc1 (stereo not drawn)	-3
COc1nc(Nc2ccccc2)nc(NC(C)(C)C)n1	12
N#CC(C#N)=NNc1ccccc1C(=O)O	0
CCOC(=O)c1ccc(NC(=O)CC(=O)Nc2ccc(C(=O)OCC)cc2)cc1	7
COc1ccccc1C(=O)NNC(=O)CCN1C(=O)/C(=C/c2ccc(C)cc2)SC1=S	23
O=[N+]([O-])c1ccc2c(c1)c(-c1ccccc1)c(CO)n2Cc1ccccc1	4
CC1=C(C(=O)OC2CCCCC2)C(c2ccc(Br)cc2)C2=C(CCCC2=O)N1 (stereo not drawn)	-4
COc1ccc(S(=O)(=O)N2CCN(Cc3cccc(OC)c3OC)CC2)cc1	4
CCOC(=O)NC(NC(=S)Nc1ccc(OCC)cc1)C(Cl)(Cl)Cl (stereo not drawn)	6
Cc1cccc2c(=O)oc(-c3ccccc3Cl)nc12	6
Cc1ccc(S(=O)(=O)N/N=C/c2ccc(OS(=O)(=O)c3ccc([N+](=O)[O-])cc3)cc2)cc1	3
Cc1ccccc1C(=O)Nc1cccc(NC(=O)COc2ccc(Cl)cc2Cl)c1	11
COC(=O)C1=C(C)N(CC2CCCO2)C(=O)/C1=C\c1ccc([N+](=O)[O-])cc1 (stereo not drawn)	3
C=CCC1(C#N)C(SC)=NC2=C(C(=O)CC(C)(C)C2)C1c1ccccc1 (stereo not drawn)	8
COc1ccc(OC)c(NC(=S)NC(NC(=O)c2ccccc2Cl)C(Cl)(Cl)Cl)c1 (stereo not drawn)	-1
CCOC(=O)C(CCCOc1ccccc1F)C(=O)OCC	14
COc1ccc(OC)c(C(=O)c2coc3ccc(O)c(CN(C)C)c23)c1	-2
COC(=O)c1ccc(/C=C2\C(=O)NC(=O)N(c3cc(C)cc(C)c3)C2=O)cc1	6
COCc1cc(=O)n2[nH]c(-c3ccc(Br)cc3)cc2n1	-6
CCOC(=O)COc1cc(C)c2c(=O)c(-c3nc(C)cs3)coc2c1	0
c1ccc2sc(SCSc3nc4ccccc4s3)nc2c1	19
COc1ccc(NC(=O)CN(c2c(C)n(C)n(-c3ccccc3)c2=O)S(=O)(=O)c2ccccc2)cc1	4
O=C1CC(c2ccccc2)CC(O)=C1C=NCC1CCCO1 (stereo not drawn)	0
CC(=O)Nc1ccccc1NC(=O)COc1ccc(Br)c(C)c1	4
O=C1CC2c3ccccc3C1C1C(=O)N(c3cccc(Br)c3)C(=O)C21 (stereo not drawn)	0
COc1cc(NC(=O)c2cc(Cl)ccc2OC)ccc1NC(=O)c1ccco1	-3
O=C(N/N=C/C=C/c1ccccc1[N+](=O)[O-])c1cc(-c2ccccc2)n[nH]1	-4
COC(=O)C1=NNC2C(=O)N(Cc3ccccc3)C(=O)C12 (stereo not drawn)	8
O=C(O)c1cc(NC(=O)c2ccc(I)cc2)cc(C(=O)O)c1	2
CC(C)C(=O)N1CCN(c2ccc(F)cc2)CC1	-5
O=C(Nc1ccc(-c2nc3ccccc3o2)c(O)c1)c1cccc(Cl)c1Cl	0
O=C(O)c1ccc(NC(=O)c2cc3cc([N+](=O)[O-])ccc3oc2=O)cc1	4
New compounds follow:
SMILES	ER stress surv
CCN(CC)c1ccc(N=Cc2cc(Cl)c(N)c(Cl)c2)cc1	-5
O=C(/C=C/c1ccc2c(c1)OCO2)Nc1ccc(Cl)c(Cl)c1	0
COc1ccc(S(=O)(=O)n2nnc3ccccc32)cc1	14
CCOc1ccc(-c2nnc(NC(=O)Nc3ccccc3)s2)cc1	1
CC(=NCC(C)C)c1c(C)[nH]n(-c2ccc([N+](=O)[O-])cc2)c1=O	3
CC(C)(C)c1ccc(/C=c2\sc3nnc(-c4ccccc4)n3c2=O)cc1	-4
COc1ccc(-c2cc(C(F)(F)F)n3nc(C(=O)N4CCOCC4)c(Cl)c3n2)cc1	-3
CCC(C)c1ccc(OCc2nnc(NC(=O)Nc3ccccc3)s2)cc1 (stereo not drawn)	11
O=C(Nc1ccc2c3c(cccc13)CC2)c1ccccc1[N+](=O)[O-]	1
CC1(C)CC(=O)C(C(C2=C(O)CC(C)(C)CC2=O)c2ccccc2Cl)C(=O)C1 (stereo not drawn)	3
Clc1ccccc1CN1CCN(C2CCCC2)CC1	3
CCOC(=O)c1c(N=CN(C)C)c2cc([N+](=O)[O-])cnc2n1C	0
O=C(Nc1cccc2c1CCCC2)c1cccc([N+](=O)[O-])c1	18
O=C(N/N=C/c1cccn1-c1ccc([N+](=O)[O-])cc1)c1cc(-c2ccccc2)n[nH]1	-1
COc1ccc(CCNC(=O)C(=O)Nc2cc(OC)ccc2OC)cc1	9
CC(=O)c1cc(C(=O)Nc2ccc3ccccc3c2)c(C)o1	-1
N=c1n(CCOc2ccccc2)c2ccccc2n1CCN1CCOCC1	-7

17 successive entries already listed:
SMILES	ER stress surv
O=C(Nc1ccc(-c2nc3ccccc3o2)c(O)c1)c1cccc(Cl)c1Cl	0
O=C(O)c1ccc(NC(=O)c2cc3cc([N+](=O)[O-])ccc3oc2=O)cc1	4
CCN(CC)c1ccc(N=Cc2cc(Cl)c(N)c(Cl)c2)cc1	-5
O=C(/C=C/c1ccc2c(c1)OCO2)Nc1ccc(Cl)c(Cl)c1	0
COc1ccc(S(=O)(=O)n2nnc3ccccc32)cc1	14
CCOc1ccc(-c2nnc(NC(=O)Nc3ccccc3)s2)cc1	1
CC(=NCC(C)C)c1c(C)[nH]n(-c2ccc([N+](=O)[O-])cc2)c1=O	3
CC(C)(C)c1ccc(/C=c2\sc3nnc(-c4ccccc4)n3c2=O)cc1	-4
COc1ccc(-c2cc(C(F)(F)F)n3nc(C(=O)N4CCOCC4)c(Cl)c3n2)cc1	-3
CCC(C)c1ccc(OCc2nnc(NC(=O)Nc3ccccc3)s2)cc1 (stereo not drawn)	11
O=C(Nc1ccc2c3c(cccc13)CC2)c1ccccc1[N+](=O)[O-]	1
CC1(C)CC(=O)C(C(C2=C(O)CC(C)(C)CC2=O)c2ccccc2Cl)C(=O)C1 (stereo not drawn)	3
Clc1ccccc1CN1CCN(C2CCCC2)CC1	3
CCOC(=O)c1c(N=CN(C)C)c2cc([N+](=O)[O-])cnc2n1C	0
O=C(Nc1cccc2c1CCCC2)c1cccc([N+](=O)[O-])c1	18
O=C(N/N=C/c1cccn1-c1ccc([N+](=O)[O-])cc1)c1cc(-c2ccccc2)n[nH]1	-1
COc1ccc(CCNC(=O)C(=O)Nc2cc(OC)ccc2OC)cc1	9
